Screens as filed in PubChem.
FEN1 inhibitor: qHTS Assay for the Inhibitors of Human Flap endonuclease 1 (FEN1); P39748; Recombinant FEN1 flap cleavage, fluorescence, 15 min; Potency, µM (titrated, usually from 114 µM), for the others: at the highest dose activity change, negative = inhibition, most hits filed as inhibitors; actives 0.35% (n = 390,000); AID 588795, 2011; note: nearly all actives have a fitted effect of over 65% in size
Target sequence (P39748 whole entry, looked up): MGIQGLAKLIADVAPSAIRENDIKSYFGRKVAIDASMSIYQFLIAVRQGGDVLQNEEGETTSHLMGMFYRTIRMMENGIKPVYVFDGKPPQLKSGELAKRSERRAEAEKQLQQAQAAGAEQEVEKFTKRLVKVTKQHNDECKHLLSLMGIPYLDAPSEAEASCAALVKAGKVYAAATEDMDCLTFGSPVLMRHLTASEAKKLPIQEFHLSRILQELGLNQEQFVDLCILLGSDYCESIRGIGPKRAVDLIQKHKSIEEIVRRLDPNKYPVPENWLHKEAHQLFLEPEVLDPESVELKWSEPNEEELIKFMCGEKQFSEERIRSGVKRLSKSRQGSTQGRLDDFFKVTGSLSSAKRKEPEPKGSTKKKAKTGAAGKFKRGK
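Compounds are tested as a concentration series against 10 nM FEN1; after a 15 min room-temperature preincubation, 50 nM substrate starts cleavage, with plate reads at 0 and 15 min. Normalized responses are fitted by a Hill equation.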
TDP1 block: qHTS Assay for Inhibitors of Tyrosyl-DNA Phosphodiesterase (TDP1); Potency, µM (titrated, usually from 130 µM), for the others: at the top dose activity change, negative = inhibition, actives largely listed as inhibitors; recombinant TDP1, AlphaScreen DNA substrate cleavage; actives 0.28% (n = 350,000); Tyrosyl-DNA phosphodiesterase 1 (Homo sapiens), Q9NUW8; note: nearly all actives have a fitted effect of over 40% in size
Target sequence (Q9NUW8 whole entry, looked up): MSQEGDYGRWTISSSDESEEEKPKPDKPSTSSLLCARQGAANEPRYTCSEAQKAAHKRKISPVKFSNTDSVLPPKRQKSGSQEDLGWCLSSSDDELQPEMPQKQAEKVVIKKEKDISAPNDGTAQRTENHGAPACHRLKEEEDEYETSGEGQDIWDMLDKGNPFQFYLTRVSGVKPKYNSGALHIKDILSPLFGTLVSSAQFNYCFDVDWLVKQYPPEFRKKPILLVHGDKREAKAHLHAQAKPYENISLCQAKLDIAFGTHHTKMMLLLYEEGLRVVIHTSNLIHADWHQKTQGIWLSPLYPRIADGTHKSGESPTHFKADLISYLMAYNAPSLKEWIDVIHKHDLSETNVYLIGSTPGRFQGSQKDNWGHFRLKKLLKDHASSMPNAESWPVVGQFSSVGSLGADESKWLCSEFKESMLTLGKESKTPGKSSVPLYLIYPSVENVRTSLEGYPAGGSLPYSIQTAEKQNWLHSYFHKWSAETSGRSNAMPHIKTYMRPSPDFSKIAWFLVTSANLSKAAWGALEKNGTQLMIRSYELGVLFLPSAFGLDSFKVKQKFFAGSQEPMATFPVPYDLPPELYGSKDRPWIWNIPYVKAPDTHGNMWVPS
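Here, a 5' biotin and 3' phosphotyrosine-FITC DNA oligonucleotide reports Tdp1 activity: intact substrate bridges AlphaScreen beads, while cleavage leaves a 3' phosphate and drops signal. All incubations at room temperature.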
N370S GC: qHTS Assay for Inhibitors and Activators of N370S glucocerebrosidase as a Potential Chaperone Treatment of Gaucher Disease; Lysosomal acid glucosylceramidase (Homo sapiens), P04062; N370S GC spleen homogenate, 4MU-glucoside fluorescence; Potency, µM (top dose mostly 59.4 µM), without a hit: at the top dose activity change, negative = inhibition, usual class: inhibitors; actives 0.092% (n = 330,000); AID 2101, 2009;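 note: 0% = full enzyme activity and -100% = no enzyme basal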
Active calls of the source: *; ? = inconclusive; . = no result given; & = joins results of further samples; [ ] = dose if it differs, or a comment. Calls come from the whole dose curve; as a rule, active = well fitted curve in the direction sought with a large enough effect; inconclusive = small, poorly fitted or top-dose-only effect, or another doubt; inactive = no such curve, though single readings can be large; an effect the other way counts as inactive or inconclusive. Unless noted, % is set by controls: 0 for no effect and ±100 for the full control effect; potency is the fitted concentration of half-maximal effect. Random draw from the library. Share with any hit: about 0.53%.

Results follow in this order: FEN1 inhibitor | TDP1 block | N370S GC
> CCN(C[C@H]1N[C@@](CC)(C(=O)OC)[C@H]2C(=O)N(C)C(=O)[C@@H]12)C(C)=O
→ -2.8% | 0.1% | .
> O=c1cc(CSc2ccc(Cl)cc2)[nH]c2[nH]n(-c3ccccc3)c(=O)c12
→ 10.0% | . | -3.2%
> O=C(N/N=C1\CCCCc2ccccc21)c1ccccn1
→ -2.9% | 7.5% | 1.4%
> Cc1cccc(N2CCN(c3ccc(C(N)=O)cc3[N+](=O)[O-])CC2)c1C
→ 1.9% | 0.0% | 3.5%
> CC(=O)CNc1ccc(S(=O)(=O)N/N=C/c2ccccc2)cc1
→ 15.1% | 6.5% | -5.4%
> CC(C)C[C@@H](CSc1ccccc1)N1CCN(C)CCC1=O
→ -3.2%&-8.8% | . | ?
> CCc1nccn1CCC(=O)N1CCCC(Nc2ccc(C(C)C)cc2)C1 (stereo not given)
→ -2.6% | 6.3% | 3.0%
> CCOC(=O)C1(CC2CCCCO2)CCN(C(=O)Nc2ccccc2CC)CC1 (stereo not given)
→ -13.6% | 0.0% | 3.1%
> COc1ccccc1NC(=O)c1ccc(N2CC3CC(C2)c2cccc(=O)n2C3)c(NC(=O)c2ccncc2)c1 (stereo not given)
→ -13.4% | 0.2% | -7.0%
> COc1ccc(N2CCN(CCCNC(=O)c3cnn(-c4ccc(F)cc4)c3-n3cccc3)CC2)cc1
→ 10.4% | 2.8% | .
> Cc1cc(C)c(S(=O)(=O)Nc2ccc3c(c2)CCC3)c(C)c1
→ -0.6% | -2.8% | 10.7%
> O=C(CSCc1cccc(Br)c1)N=Nc1c(O)[nH]c2ccccc12
→ -20.1% | 9.6% | -18.9%
> COc1ccc(S(=O)(=O)Nc2ccc3cn[nH]c3c2)cc1[N+](=O)[O-]
→ 14.4% | -6.8% | .
> COc1ccc(CCC(=O)NCCc2csc(-c3cccc(F)c3)n2)cc1
→ -12.1% | 4.1% | .
> CC(=O)c1cc2c(cc1NC(=O)c1ccc(C)cc1)OCCO2
→ -5.0% | . | 8.7%
> Cc1ccc(NC2=C(C(=O)c3ccccc3)N(C)S(=O)(=O)c3ccccc32)cc1
→ -1.8% | 10.4% | .
> Cc1ccc2cc3cc(C(=O)NCCCN4CCc5ccccc5C4)oc3nc2c1
→ -23.8% | 10.5% | 0.8%
> CCOC(=O)c1c(C)c(-c2ccccc2)n(CC(=O)Nc2cccc(C)c2C)c1C
→ -10.6% | 0.0% | .
> COc1cccc(O)c1CN1CCC(n2nccc2NC(=O)c2ccc3c(c2)OCO3)CC1
→ -14.3% | 4.7% | 10.9%
> O=C(NCCCN1CCC(Cc2ccccc2)CC1)c1ccc2nc(N3CCOCC3)sc2c1
→ -17.8% | -1.9% | 7.1%
> CN1CCC2(CC1)C1CN(C)CC=C1C(C#N)=C(N)C2(C#N)C#N (stereo not given)
→ -7.7%&-15.2% | 0.0%&7.5% | 3.8%&10.8%
> COc1ccc(NC(=O)CNC(=O)c2nn(-c3ccc(OC)c(OC)c3)c(=O)c3ccccc23)c(OC)c1
→ -15.8% | 2.0% | -9.4%
> COc1cccc(C(C)NC(=O)Nc2cc(Cl)ccc2OC)c1 (stereo not given)
→ 5.2% | 0.0% | -3.9%
> COc1ccc(Nc2nnc(Cc3ccncc3)c3ccccc23)c(OC)c1
→ -5.3% | . | -4.8%
> O=C(c1cccs1)c1cn(CCOc2ccc(Cl)cc2)c2ccccc12
→ 1.7% | 1.1% | .
> CCc1ccc(C(=O)CN2C(=O)NC(C)(c3ccc(C)cc3)C2=O)cc1 (stereo not given)
→ 7.8% | 2.5% | -6.8%
> COc1ccc(CNC(=O)CNC(=O)c2c(C)nn(C)c2Cl)cc1
→ 0.2% | 0.0% | -1.7%
> CCCCN(CCCC)c1ncnc2nc[nH]c12
→ -14.1% | 4.8% | -13.1%
> CN(Cc1cccc(Cl)c1Cl)CC(O)COc1ccccc1 (stereo not given)
→ -24.0% | . | 4.8%
> Cc1ccc(-c2nnc(Nc3ccc(C(=O)N(C)C)cc3)c3ccccc23)cc1S(N)(=O)=O
→ -12.6% | . | -12.4%

Exported field by field: 3 of the compounds above.
CC(=O)c1cc2c(cc1NC(=O)c1ccc(C)cc1)OCCO2
- FEN1 inhibitor = -5.0%
- TDP1 block = .
- N370S GC = 8.7%
Cc1ccc(NC2=C(C(=O)c3ccccc3)N(C)S(=O)(=O)c3ccccc32)cc1
- FEN1 inhibitor = -1.8%
- TDP1 block = 10.4%
- N370S GC = .
Cc1ccc2cc3cc(C(=O)NCCCN4CCc5ccccc5C4)oc3nc2c1
- FEN1 inhibitor = -23.8%
- TDP1 block = 10.5%
- N370S GC = 0.8%

Next section.
Results follow in this order: FEN1 inhibitor | TDP1 block | N370S GC
> CC1CCCCC12NC(=O)N(CC(=O)Nc1ccccc1-c1ccccc1)C2=O (stereo not given)
→ -2.9% | 2.6% | 12.7%
> Cc1cc(SCC(=O)c2cccs2)nc2c(C)cccc12
→ -13.4% | -7.0% | 16.8%
> C=CCn1c(CCC(O)COCCC)n[nH]c1=S (stereo not given)
→ -0.7% | -12.8% | -13.3%
> CCSC1=C(C#N)C(c2ccc(F)cc2)CC(=O)N1 (stereo not given)
→ -1.1% | 1.2% | -7.7%
> CCC1C(=O)n2nc(-c3ccccc3)cc2N=C1C (stereo not given)
→ 15.1% | -1.2% | -18.6%
> COc1cc(/C=C(\C#N)C(=O)Nc2ccccc2C(=O)O)cc(Cl)c1OC
→ -4.9% | 7.7% | 3.3%
> O=C(O)c1cc2c(cc1Br)OCCCO2
→ 11.2% | 1.3% | ?
> c1ccc2c(c1)oc1c(NCc3ccc4c(c3)OCO4)ncnc12
→ -9.3% | -12.5% | 21.6%
> CSCc1nnc(NC(=O)c2ccc(S(=O)(=O)N(C)C)cc2)o1
→ -12.4% | 6.3% | 10.8%
> CCC(C)(C(=O)Nc1c(C)cccc1C)N(C)C(=O)c1ccc2ccccc2n1 (stereo not given)
→ -1.5% | -1.4% | -2.3%
> CC(C)c1nn2c(=O)cc(CSc3ccccc3NC(=O)c3ccccc3F)nc2s1
→ 2.9% | 5.8% | 20.6%
> O=C1C=C(OCc2ccccc2)CN1
→ -3.3% | 4.1% | -7.0%
> COc1ccc(CCNC(=O)c2cc3ccccn3n2)c(OC)c1OC
→ -4.3% | 1.2% | 19.4%
> Cc1ccc(OCCCC(=O)NC(C)c2ccccc2)cc1 (stereo not given)
→ 4.0% | -3.6% | 2.5%
> COc1ccc(C(C(=O)NC(C)(C)C)N(C(=O)CCC(=O)Nc2cc(C)on2)c2ccc(C)c(C)c2)cc1 (stereo not given)
→ 6.4% | 5.6% | -10.6%
> O=C(NCCCn1ccnc1)/C(=C\c1ccc(Br)cc1)NC(=O)c1ccccc1
→ -6.7% | 5.6% | 1.2%
> CC1(C(=O)N/N=C/c2ccc([N+](=O)[O-])o2)CC1(Br)Br (stereo not given)
→ 11.3% | 5.1% | 14.4%
> O=C(Oc1csc(=S)n1C(=O)c1ccccc1)c1ccccc1
→ -19.3% | 0.0% | -22.1%
> CC(C)CC1c2[nH]c3ccccc3c2CCN1C(=O)CCC(=O)N(C)C (stereo not given)
→ 0.0% | 3.7% | 2.6%
> COc1ccc(CNC(=O)c2c[nH]c3ccccc3c2=O)cc1
→ 0.9% | . | -11.3%
> Cc1cc(C)cc(NC(=O)CSc2oc(-c3ccccc3)nc2S(=O)(=O)c2ccccc2)c1
→ -13.1% | 2.9% | .
> O=C(OCc1ccccc1Cl)C1CC(=O)N(Cc2ccco2)C1 (stereo not given)
→ -4.5% | . | -2.2%
> CCCCN1CCN=C1Nc1ccccc1
→ -12.3% | . | 3.4%
> O=C(OCC#CCSc1nc2ccccc2s1)c1ccco1
→ -9.3% | -5.3% | 10.9%
> CC(=O)Nc1ccc(NC(=O)C2CCCN2S(=O)(=O)c2ccc3c(c2)CCCC(=O)N3)cc1 (stereo not given)
→ 22.2% | 0.0% | .
> Cc1nn(C2CCS(=O)(=O)C2)c(Cl)c1/C=C/C(=O)OCC(=O)c1cc(C)n(-c2ccc(F)cc2)c1C (stereo not given)
→ -7.2% | 0.0% | 5.1%
> COc1ccc(CN(CC2CCC(C(=O)O)CC2)C(=S)Nc2ccc(C)c(Cl)c2)cc1 (stereo not given)
→ -12.4% | 1.1% | -12.3%
> CN(C)/C=N/c1c(C#N)nnn1Cc1ccccc1
→ 6.5% | . | ?
> Cc1ccc2cc(CN(Cc3ccco3)Cc3nnnn3Cc3ccco3)c(=O)[nH]c2c1
→ -1.8% | 6.0% | .
> NS(=O)(=O)c1cccc2c1c([N+](=O)[O-])cc1nc(O)c(O)nc12
→ -20.0% | -12.3%[56.1 µM] | -5.9%&-5.9%&-14.9%

(further entries)
molecule,FEN1 inhibitor,TDP1 block,N370S GC
COc1ccc(C(=O)N/N=C/c2ccc(OC)c(COc3ccc(F)cc3)c2)cc1,-6.2%,-0.2%,-4.5%
COc1nccnc1NS(=O)(=O)c1ccc(NS(=O)(=O)c2ccc(NC(C)=O)cc2)cc1,-0.5%,8.8%,-5.0%
COc1ccccc1CNC(=O)c1ccc(-c2ccccc2)cc1,16.6%,2.7%,0.0%
CCCSC1=C(C#N)C(c2ccccc2C)CC(=O)N1 (stereo not given),8.3%,3.1%,-3.6%
CCN(C(=O)COC(=O)c1ccc(Cl)c(N)c1)C1CCS(=O)(=O)C1 (stereo not given),0.0%,2.5%,6.1%
CC(C)[C@H](NC(=O)OC(C)(C)C)C(=O)NCC1CCC(C(=O)N[C@@H](Cc2ccccc2)C(=O)O)CC1 (stereo not given in full),-1.8%,.,-4.0%
Cc1ccc(CC2C(=O)N(c3ccccc3)C(=O)C2C)cc1 (stereo not given),9.1%,.,-8.7%
Cc1ccc(C)c(N2CCN(C(=O)Cn3nc(C)c4sc5ccccc5c4c3=O)CC2)c1,-1.4%,14.3%,.
Cc1cc(N2CCC(C(=O)NCC3CC3)CC2)nc(-c2ccccc2)n1,3.7%,1.0%,-6.1%
COc1cccc(OCCOc2ccccc2OC(C)C)c1,2.8%,-10.7%,2.0%
Cc1ccc(C2CC2c2n[nH]c(=S)n2-c2ccc(Cl)cc2)cc1 (stereo not given),10.7%,3.9%,15.9%
COC(=O)NC1CCC(CC2CCC(NC(=O)OC)CC2)CC1 (stereo not given),-4.3%,0.0%,-3.4%
COc1ccc(F)cc1S(=O)(=O)NCCc1csc2nc(-c3cccc(C)c3)nn12,-3.1%,5.2%,.
CCN(CC)P(=O)(/C(Cl)=C\Nc1c(C)n(C)n(-c2ccccc2)c1=O)N(CC)CC,-0.4%,4.8%,-29.3%
CCN(c1ccccc1)S(=O)(=O)c1ccc(C(=O)N(C)CCc2ccc(OC)c(OC)c2)cc1,0.2%,7.4%,1.1%
COCC(C)n1c(C)cc(C(=O)COC(=O)c2c(C)nn(-c3ccccc3)c2C)c1C (stereo not given),-14.9%,5.8%,8.3%
NC(=O)CSc1nnc(Cc2cccs2)n1C1CCCCC1,5.2%,3.3%,-0.4%
CCC(=O)Nc1ccc(NC(=O)c2ccccn2)cn1,-15.6%,1.1%,2.4%
CCN(CC(=O)Nc1c(F)cccc1F)C(=O)c1nn(C)c(=O)c2ccccc12,-4.4%,1.2%,.
CCCc1[nH]nc2c1C(C1CC=CCC1)C(C#N)=C(N)O2 (stereo not given),-6.4%,6.3%,-28.4%
CCCCC(=O)N(Cc1ccc(F)cc1)C1CCS(=O)(=O)C1 (stereo not given),0.6%,2.6%,-0.6%
CC(=O)Nc1cccc(NC(=O)/C=C/c2ccc(S(=O)(=O)N3CCOCC3)cc2)c1,-0.3%,2.8%,.
CN1CCN(CC(=O)Nc2ccccc2[N+](=O)[O-])CC1,-4.0%,-0.6%,13.3%
Clc1ccc(-c2cc(CN3CCOCC3)no2)cc1,1.1%,.,-9.7%
C/C=C/C=C\C(=O)Nc1cccc(C2=NOC3(C2)C[C@@H](C(N)=O)N(C(=O)c2cc([N+](=O)[O-])cc([N+](=O)[O-])c2C)C3)c1 (stereo not given in full),9.0%,2.4%,-6.3%
CC1CC(C)CN(c2ncc3c(n2)CC(c2ccc(Cl)cc2)CC3=O)C1 (stereo not given),6.4%,3.2%,1.9%
COc1ccc(OC)c(/C=N/NC(=O)c2ccc(=O)[nH]n2)c1,16.2%,-2.5%,3.0%

Molecules shown so far with a tert-butyl group (2):
molecule,FEN1 inhibitor,TDP1 block,N370S GC
COc1ccc(C(C(=O)NC(C)(C)C)N(C(=O)CCC(=O)Nc2cc(C)on2)c2ccc(C)c(C)c2)cc1 (stereo not given),6.4%,5.6%,-10.6%
CC(C)[C@H](NC(=O)OC(C)(C)C)C(=O)NCC1CCC(C(=O)N[C@@H](Cc2ccccc2)C(=O)O)CC1 (stereo not given in full),-1.8%,.,-4.0%

A stretch from further up, for reference:
molecule,FEN1 inhibitor,TDP1 block,N370S GC
COc1ccc(C(=O)N/N=C/c2ccc(OC)c(COc3ccc(F)cc3)c2)cc1,-6.2%,-0.2%,-4.5%
COc1nccnc1NS(=O)(=O)c1ccc(NS(=O)(=O)c2ccc(NC(C)=O)cc2)cc1,-0.5%,8.8%,-5.0%
